AI-2 QS modul = modulators of Vibrio harveyi AI-2 quorum sensing system; Vibrio harveyi JMH597 AI-2 luminescence/OD600 ratio, 9 h; hits give low values; strain lacks LuxN and CqsS sensors; 0 = neutral-control median; activity change, % at 7.5 µM; 0.4% of 300,000 active; AID 2094; in the data active = activity change below about -75%, passing the limit was not always enough;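 note: luminescence divided by OD600 gain over 9 h not by final OD600 alone; inactives centre near 13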
aSyn 5UTR inh = 5' untranslated region of α-synuclein, MLPCN primary screen. alpha-synuclein 5'UTR reporter, inhibitor activity. inhibition, % (tested at 7.5 µM). 0.82% of 300,000 active. AID 1813; in the data active = inhibition above about 60%;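 note: H4 neuroglioblastoma cells stably carrying SNCA 5'UTR luciferase fusion; 0% = DMSO wells and 100% = positive control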
HSP90 refold inh = HSP90 refolding inhibition in rabbit reticulocyte lysate; inhibition, % at 5.6 µM; luciferase refolding luminescence, 3 h; 0.91% of 290,000 active; AID 1789;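 active = inhibition above the screen-wide mean plus 3 SD, computed separately per campaign, cut at about 16% in these data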;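 note: 0% = DMSO wells and 100% = 60 µM geldanamycin wells; inhibitors lower the luminescence because luciferase stays unfolded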
KLF5 inhibitor = inhibitors of KLF5 expression; DLD-1 KLF5 promoter-luciferase reporter, luminescence; inhibition, % at 5 µM; 0.23% of 290,000 active; AID 1700;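 active = inhibition above a per-plate limit of that plate's mean compound inhibition plus 3 SD, cut at about 60% in these data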;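 note: 0% = DMSO wells and 100% = LY294002 at 200 µM; higher means less KLF5 promoter-driven luciferase light; inactives centre near -14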
HSF1 inh = HSF1 inhibition; activity change, negative = inhibition, % at 7.5 µM (by protocol); 0.77% of 300,000 active; NIH3T3-HGL HSE-luciferase, MG132-induced, luminescence 8 h; hits give low values;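 active = more than half of replicate wells show activity change below -50%, luminescence cut by over half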;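 note: luciferase reports HSF-1 transcriptional activity via heat shock element; 0% = median of DMSO wells and -100% = zero luminescence signal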
HSF-1 act = increases HSF-1 driven luciferase reporter signal. NIH3T3-HGL HSF-1 luciferase reporter, MG132, 8 h; 100% = twice DMSO control signal. activation, % at 9 µM. 1.7% of 300,000 active;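 active = mean replicate activation of at least 50% with a set share of replicates each reaching 50%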;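 note: 0% = median of the neutral control wells and 100% = twice that signal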
HIF act = HIF pathway transcriptional activation; 0.32% of 300,000 active; AID 1910; U2OS HRE-luciferase reporter, luminescence; normalized: DMSO 0%, desferrioxamine 100%; activation, % at 7.5 µM (by protocol);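 active = mean activation of at least 10% of the iron chelator positive control signal, with at least half of replicates also reaching 10%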
IEC-6 tox = IEC-6 cytotoxicity, counter-screen for KLF5 inhibitors. inhibition, % at 5 µM. 0.78% of 290,000 active. luminescence viability; in the data active = inhibition above about 22%;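 note: 0% = plate median of test compound wells and 100% = cytotoxic reference compound wells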
GSK3A inh = blocks human GSK-3 alpha kinase. P49840. ADP-Glo luminescence, 60 min. inhibition, % at 10 µM. 0.1% of 320,000 active. AID 2650;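 in the data active = inhibition above about 50%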;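 note: GST-tagged GSK-3 alpha with peptide substrate and 25 µM ATP; 0% = DMSO neutral wells and 100% = GW8510 positive control wells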
Target sequence (P49840 whole entry, looked up): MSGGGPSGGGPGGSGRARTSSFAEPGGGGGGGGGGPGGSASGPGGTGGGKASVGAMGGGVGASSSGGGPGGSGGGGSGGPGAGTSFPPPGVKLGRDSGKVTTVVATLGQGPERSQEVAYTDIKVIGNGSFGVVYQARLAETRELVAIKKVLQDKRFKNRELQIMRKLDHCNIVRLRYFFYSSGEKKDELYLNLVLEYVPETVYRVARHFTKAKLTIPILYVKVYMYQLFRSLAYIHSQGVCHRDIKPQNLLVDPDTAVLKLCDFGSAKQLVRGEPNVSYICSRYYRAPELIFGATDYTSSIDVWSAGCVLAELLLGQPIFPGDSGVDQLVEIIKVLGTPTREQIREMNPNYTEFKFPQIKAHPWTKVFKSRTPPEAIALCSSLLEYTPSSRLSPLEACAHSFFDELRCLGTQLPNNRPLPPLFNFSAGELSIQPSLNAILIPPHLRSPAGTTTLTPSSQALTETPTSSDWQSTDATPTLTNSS
GSK3B inh = inhibitors of human GSK3beta kinase. GST-GSK3beta kinase, ADP-Glo luminescence, 60 min; hits give low values. activity score (negative = inhibition), % at 10 µM. 0.038% of 300,000 active;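 active = more than half of replicate wells score below -50%, meaning over 50% inhibition versus plate controls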;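 note: 0% = median DMSO wells and -100% = median GW8510 positive control wells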
Target sequence (P49841 whole entry, looked up): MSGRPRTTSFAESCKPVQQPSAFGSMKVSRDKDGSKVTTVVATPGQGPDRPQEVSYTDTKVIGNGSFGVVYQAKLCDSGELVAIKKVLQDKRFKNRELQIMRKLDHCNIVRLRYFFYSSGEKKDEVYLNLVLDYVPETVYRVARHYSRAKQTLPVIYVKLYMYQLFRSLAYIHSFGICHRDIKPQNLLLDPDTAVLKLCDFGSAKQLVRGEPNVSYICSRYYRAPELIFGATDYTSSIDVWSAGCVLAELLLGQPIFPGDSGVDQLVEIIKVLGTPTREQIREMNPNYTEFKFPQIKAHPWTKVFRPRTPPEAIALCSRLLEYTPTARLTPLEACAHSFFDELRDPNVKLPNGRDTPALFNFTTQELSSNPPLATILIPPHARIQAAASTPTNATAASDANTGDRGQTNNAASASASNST
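Assay system: GST-tagged human GSK3beta kinase, cell-free; Input: 1.6 ng GSK3beta; Medium: Tris/MgCl2 kinase buffer; Timing: 60 min enzyme reaction, room temperature; Signal: ADP-Glo luminescence quantifying ADP generated by kinase; Evaluation: score relative to plate controls; Benchmarks: DMSO neutral wells and GW8510 at 20 µM as positive.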
Starred values were filed as active, the others as inactive; . = no result given. Hits appear at their usual frequency. Share with any hit: about 4.7%.

SMILES | AI-2 QS modul | aSyn 5UTR inh | HSP90 refold inh | KLF5 inhibitor | HSF1 inh | HSF-1 act | HIF act | IEC-6 tox | GSK3A inh | GSK3B inh
CC1=C(C(=O)Nc2cccc(C(=O)N3CCN(c4cccc(C(F)(F)F)c4)CC3)c2)SCCO1 | 15 | -11 | 5 | 17 | 10 | 9 | -1.3 | 6 | -2 | -2
CC1=C(C(=O)OCC2CCCCC2)C(c2cccc(O)c2)NC(=O)N1 (stereo unspecified) | -1 | 15 | -3 | -9 | 10 | 11 | 1.2 | -1 | 14 | -5
Cc1nn(-c2ccccc2)c(N2CCCC2)c1/C=N/NC(=O)c1ccccc1O | 24 | 36 | 3 | -20 | -10 | -12 | 0.2 | 5 | -2 | -3
CCN(CC)S(=O)(=O)c1ccccc1/C=N\O | 21 | -10 | 3 | -52 | -18 | -34 | -0.2 | -1 | -1 | -1
COc1cc(OC)cc(C(=O)OCC(=O)N(C)c2ccccc2)c1 | 18 | 23 | 0 | 16 | -2 | -5 | 0.3 | 5 | 0 | 0
CNC(=S)N/N=C/c1cn(CCOc2ccc(OC)cc2)c2ccccc12 | 22 | -6 | 2 | -17 | 10 | 25 | 0.4 | 6 | 2 | 2
C=CCOc1ccc(C2C(C(=O)c3ccco3)=C(O)C(=O)N2Cc2cccnc2)cc1 (stereo unspecified) | 23 | -26 | 4 | -19 | 5 | 18 | 1.5 | 0 | -1 | 1
COc1ccccc1C(=O)N1C(CC(=O)Nc2ccc(C)c(C)c2)C(=O)NC2CCCCC21 (stereo unspecified) | 4 | 25 | -3 | -18 | 4 | -3 | 0.2 | 2 | 0 | 3
Cc1cc2c(cc1C)N(C(=O)CSC1=NCCS1)C(C)(C)c1ssc(=S)c1-2 | 8 | -17 | 0 | -9 | 12 | 15 | 0.0 | -3 | 0 | 0
CC1=C(C(=O)OCc2ccccc2)C(c2ccc(Cl)cc2)NC(=O)N1C (stereo unspecified) | -2 | 13 | 2 | 22 | 10 | 20 | -1.6 | 0 | -3 | -2
Cc1ccccc1-n1c(=O)n(Cc2ccccc2)c(=O)c2[nH]cnc21 | 27 | -7 | 2 | 13 | -5 | -7 | 0.7 | 3 | -11 | 1
O=C1NC(c2ccc(-c3ccccc3[N+](=O)[O-])o2)C(C(=O)c2ccccc2)C(O)(C(F)(F)F)N1 (stereo unspecified) | 25 | -8 | 3 | -19 | -3 | 17 | 0.1 | 9 | -2 | 3
Cc1ccc(S(=O)(=O)CCC(=O)Oc2ccc3c(C)cc(=O)oc3c2)cc1 | 5 | -3 | . | . | -3 | -3 | -0.5 | . | -2 | 0
COC(=O)c1cccc(N/C=C(\[N+](=O)[O-])S(=O)(=O)c2ccccc2)c1 | 14 | -62 | 0 | -15 | 9 | 4 | -1.5 | -1 | -2 | -1
OCCC1CN(Cc2cc3ccccc3o2)CCN1Cc1ccc(F)cc1 (stereo unspecified) | 14 | 19 | -3 | 4 | -1 | 9 | -2.2 | -1 | -2 | 1
CCOC(=O)C(Cc1ccccc1)c1ccnc2nc(N)nn12 (stereo unspecified) | 25 | 12 | -2 | -1 | -3 | -10 | -0.1 | 0 | -3 | -1
CCOC(=O)CSc1nnc(CNC(=O)c2ccc(OC)c(OC)c2)n1C | 20 | -3 | -3 | -33 | -5 | -4 | 0.1 | 2 | 1 | -5
O=C(CSc1nnc(SCc2ccccc2)s1)N/N=C/C=C/c1ccco1 | 12 | -2 | -1 | -4 | 8 | 5 | 0.2 | 1 | 1 | -1
CCCCNC(=S)NCCN1CCN(C(=S)NCCCC)CC1 | 3 | 4 | 1 | -47 | -6 | 1 | -0.4 | 1 | 1 | -2
COC(=O)/C(C#N)=C/c1c(N2CCN(c3cccc(Cl)c3)CC2)nc2c(C)cccn2c1=O | -5 | 18 | 13 | 20 | 7 | -19 | -0.1 | 11 | -1 | -4
Cc1cc(C)nc(Sc2nc(C)nc3c2oc2ccccc23)n1 | 39 | -14 | -1 | -1 | 8 | 5 | 1.0 | 1 | 3 | 1
CCCN(CCC)S(=O)(=O)c1cccc(-c2csc(C)n2)c1 | 13 | 19 | 1 | -18 | -7 | -4 | -0.4 | 5 | -3 | 2
CCCC(=O)N(CC(=O)Nc1sc(C)c(C)c1C(N)=O)Cc1ccccc1 | -2 | 1 | 4 | -3 | 11 | 6 | 1.0 | 2 | -1 | -1
O=C(Nc1ccc(COc2ccccc2)cc1)c1cccc([N+](=O)[O-])c1 | 32 | -10 | 4 | 5 | -1 | 1 | 1.3 | -2 | -3 | -3
CCCCN(C)C(=O)C1CCCN(S(=O)(=O)c2ccc3c(c2)CC(C)N3C(=O)C2CC2)C1 (stereo unspecified) | 7 | 10 | 3 | -23 | 2 | -5 | -0.4 | 6 | -1 | 2

Shown as a markdown table: part of the list above
| canonical_smiles | AI-2 QS modul | aSyn 5UTR inh | HSP90 refold inh | KLF5 inhibitor | HSF1 inh | HSF-1 act | HIF act | IEC-6 tox | GSK3A inh | GSK3B inh |
| --- | --- | --- | --- | --- | --- | --- | --- | --- | --- | --- |
| O=C(Nc1ccc(COc2ccccc2)cc1)c1cccc([N+](=O)[O-])c1 | 32 | -10 | 4 | 5 | -1 | 1 | 1.3 | -2 | -3 | -3 |
| CCCCN(C)C(=O)C1CCCN(S(=O)(=O)c2ccc3c(c2)CC(C)N3C(=O)C2CC2)C1 (stereo unspecified) | 7 | 10 | 3 | -23 | 2 | -5 | -0.4 | 6 | -1 | 2 |

2 compounds from above, limited to HSF1 inh and GSK3B inh:
| Molecule | HSF1 inh | GSK3B inh |
| --- | --- | --- |
| Cc1ccccc1-n1c(=O)n(Cc2ccccc2)c(=O)c2[nH]cnc21 | -5 | 1 |
| O=C1NC(c2ccc(-c3ccccc3[N+](=O)[O-])o2)C(C(=O)c2ccccc2)C(O)(C(F)(F)F)N1 (stereo unspecified) | -3 | 3 |

(further entries)
SMILES | AI-2 QS modul | aSyn 5UTR inh | HSP90 refold inh | KLF5 inhibitor | HSF1 inh | HSF-1 act | HIF act | IEC-6 tox | GSK3A inh | GSK3B inh
Cc1ccc2cc(CN(C(=O)C3CCCO3)C3CCCCC3)c(=O)[nH]c2c1 (stereo unspecified) | -1 | 4 | 2 | 9 | 2 | -7 | -0.2 | -1 | 4 | 0
Cc1cc(NC(=O)C(C)SCC(=O)OCC(=O)N(Cc2ccccc2)C(C)(C)C)no1 (stereo unspecified) | 28 | 5 | -2 | -34 | 4 | 5 | 0.2 | -1 | -2 | 1
CCn1c(CNC(=O)c2ccco2)nnc1SCC(=O)Nc1cc(C)c(C)cc1Br | 22 | -2 | 13 | 13 | 3 | 1 | -0.4 | -4 | -1 | 0
Cc1ccc(-n2nc(C)c3c(C(=O)OCC(=O)N(C)C4CCS(=O)(=O)C4)cc(-c4ccccc4)nc32)cc1 (stereo unspecified) | 30 | 21 | 4 | -9 | -5 | -6 | -0.2 | 0 | 1 | 1
Clc1ccc(CN2CCCCCCC2)cc1Cl | -2 | -3 | 0 | -16 | -1 | -17 | -2.1 | -10 | 0 | 4
O=C(Nc1ccc(F)cc1)c1nc2c(nnn2Cc2cccc3ccccc23)c(=O)[nH]1 | -8 | 0 | 1 | -13 | 6 | -12 | -0.1 | -5 | 1 | 2
O=C(/C=C(\c1ccc(Cl)cc1)n1cncn1)c1ccc(Cl)cc1 | 19 | -39 | -1 | -33 | 4 | 3 | -0.1 | 1 | -1 | 3
CCN1CCCC1CNC(=O)C1CCN(Cc2nc(-c3cccc(Br)c3)oc2C)CC1 (stereo unspecified) | -2 | 14 | 4 | 12 | -7 | -5 | 2.5 | 49* | 1 | 0
CCC(NS(=O)(=O)c1ccc(C)cc1)C(=O)N1CCC2(O)CCCCC2C1 (stereo unspecified) | 14 | 7 | 1 | -20 | 10 | 14 | 0.2 | 3 | -3 | -1
CCc1nn(CC(=O)N2CCCCCC2)c(=O)c2cc3ccccc3n12 | 6 | 18 | -1 | -22 | -4 | -2 | -0.3 | -6 | 0 | 1
O=c1c2oc3ccccc3c2[nH]c(=S)n1-c1ccc(F)cc1 | 9 | -18 | 0 | -22 | -3 | 9 | 1.2 | -3 | -2 | 2
O=C(c1ccc(OC2CCN(Cc3ccc(C(F)(F)F)cc3)CC2)cc1)N1CCCCC1 | 30 | 8 | -5 | -28 | -2 | -11 | 3.0 | -4 | -1 | 2
Cc1nc2c([nH]c3ccccc32)c(=O)n1N | 24 | -60 | -8 | -41 | 2 | -5 | -0.3 | 1 | 1 | -2
CCCCCN(C(=O)CCC(=O)OCC(=O)N1C(C)CCCC1C)c1c(N)n(CCCC)c(=O)[nH]c1=O (stereo unspecified) | 14 | -1 | -2 | -15 | 0 | 6 | 0.3 | 0 | -2 | 1
CC(=O)N1c2ccc(S(=O)(=O)NCCC(=O)NCc3ccc(N(C)C)cc3)cc2CC1C (stereo unspecified) | 17 | 5 | -3 | -30 | -5 | 7 | -0.1 | -6 | -1 | 2
CCN(CC)Cc1c(C(=O)OC)nnn1-c1nonc1N | 14 | -23 | 6 | 9 | -3 | -15 | -0.2 | 3 | 0 | 4
O=C(c1ccc2c(c1)OCO2)[C@@H]1[C@@H]2C(=O)N(C3CCCCC3)C(=O)[C@@H]2C2c3ccccc3C=CN21 (stereo partly specified) | 17 | 11 | 0 | -9 | 1 | 19 | -0.6 | 5 | . | 0
CCOC(=O)c1ccc(NC(=O)c2ccc3c(c2)C(=O)N(CC2CCCO2)C3=O)cc1 (stereo unspecified) | 24 | -13 | 2 | -4 | 2 | 3 | 0.2 | 4 | -2 | -2
N#C/C(=C\c1cccs1)C(=O)NCc1ccccc1 | 17 | -46 | -2 | -15 | 0 | 14 | 0.7 | 3 | -2 | -1
COc1ccc(OC)c(CNn2c(-c3cccc(C)c3)nc3ccccc3c2=O)c1 | 25 | -6 | -1 | -21 | 0 | 3 | . | -4 | -2 | 3
CC(C)CNC(=O)C(=O)NCC1OCCCN1S(=O)(=O)c1cccs1 (stereo unspecified) | 11 | 5 | -9 | -39 | 0 | -3 | -0.1 | -13 | -1 | 2
Nc1ccc2nc(SCC(=O)c3ccccc3)sc2c1 | 5 | -75 | 2 | 4 | -20 | -34 | 2.0 | 0 | -1 | 1
C/C(N)=C(/C#N)C(=O)COC(=O)c1ccc(OCC2CCCO2)cc1 (stereo unspecified) | 19 | -56 | -5 | -9 | 14 | 12 | 2.0 | -3 | -1 | 1
Cc1ccc(NCCC(=O)c2ccc(Cl)cc2)cc1C | 29 | -99 | 1 | 1 | 5 | 10 | 0.7 | 3 | . | 1
Cn1c(SCC(N)=O)nnc1-c1ccc(S(=O)(=O)N2CCCC2)cc1 | 17 | 18 | -1 | -36 | -5 | 12 | 0.0 | 2 | 0 | 5
CCCCN(C(=O)CCC(=O)Nc1cc(C)on1)C(C(=O)NC1CCCC1)c1ccc(F)cc1 (stereo unspecified) | 19 | -1 | 8 | -20 | -1 | 16 | 0.1 | 5 | -2 | -1
CC(C)COP(=O)(OCC(C)C)C(O)c1ccccc1F (stereo unspecified) | 4 | 0 | -1 | -5 | -4 | -21 | -0.3 | -3 | . | 3
COC/C=C/C1=CC2=CC(=O)C(C)(OC(=O)c3cnc4ccccc4n3)C(=O)C2=CN1c1cccc(C#N)c1 (stereo unspecified) | 27 | -11 | . | . | 9 | 28 | -0.4 | . | -3 | -2
Cc1ccc(CNC(=O)C(Cc2ccccc2)NS(=O)(=O)c2cccs2)cc1 (stereo unspecified) | 27 | 8 | 1 | 7 | 7 | 28 | -0.4 | 3 | 1 | -2
